NPR1 activator: GC-A (human) enzyme activation | activation, % at 10 µM | 370,000 tested, 0.14% active | HEK293 GC-A cells, cGMP TR-FRET, EC30 ANP; 0% at EC30 ANP, 100% saturating ANP | P16066; in the data active means activation above about 40%
GC-B act: GC-B (human) receptor activation. activation, % at 10 µM. HEK293-GC-B cells, CNP EC30, cGMP TR-FRET; 0% at EC30 CNP, 100% saturating CNP. P20594. 370,000 tested, 0.11% active;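 active means activation at 10 µM reaching about 35% in either raw or pattern-adjusted values, limit read from the data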
SMARCA2 act: activators of SMARCA2 function; activation, % at 9.1 µM; 370,000 tested, 1% active; AID 652017; MG213 cells, MMTV-luciferase reporter, dexamethasone, overnight; in the data active means activation above about 7.8%;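 further: 0% = vehicle wells and 100% = reference activator wells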
DAX1 inh-1: DAX1 (NR0B1) inhibition, primary screen | inhibition, % at 6.8 µM | AID 652010 | 370,000 tested, 1.1% active | HEK293T StAR-luciferase reporter, SF-1/DAX-1 repression relief;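 active means inhibition above the mean over all tested compounds plus 3 SD, cut at about 3.6% in these data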;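 further: 0% = DAX-1 cells with DMSO and 100% = cells lacking DAX-1 with DMSO; higher inhibition means more luminescence from relief of DAX-1 repression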
DAX1 inh-2: inhibits human nuclear receptor DAX1; HEK293 Gal4-DAX1 luciferase reporter, luminescence; inhibition, % at 6.75 µM; 340,000 tested, 0.99% active; P51843; AID 504766;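 active means inhibition above the mean over all tested compounds plus 3 SD, cut at about 4.2% in these data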;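 further: 0% = DAX1-transfected cells with DMSO and 100% = empty-vector control cells with DMSO; inhibition shows as a rise in luminescence from relieved DAX1 repression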
Target sequence (P51843 207-470 limits assumed): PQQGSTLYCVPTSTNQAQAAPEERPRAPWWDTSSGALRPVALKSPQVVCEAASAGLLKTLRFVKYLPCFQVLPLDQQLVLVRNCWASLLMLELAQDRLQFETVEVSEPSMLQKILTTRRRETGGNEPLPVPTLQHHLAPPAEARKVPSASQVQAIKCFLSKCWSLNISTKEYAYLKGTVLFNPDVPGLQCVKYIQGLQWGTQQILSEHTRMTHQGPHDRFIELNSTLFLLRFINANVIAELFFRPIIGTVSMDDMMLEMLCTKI
GAA850 FXN act: activators of GAA850 frataxin (FXN) promoter; 360,000 tested, 0.56% active; HEK293 lucGAA850 FXN promoter luciferase reporter, 24 h; percent of 10 µM SAHA response; AID 540364; activation, % at 6 µM;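 active means activation above the average of all compounds screened plus 3 SD, cutoff fixed separately per campaign, cut at about 7.5% in these data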;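 further: 0% = DMSO wells and 100% = 10 µM SAHA wells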
ssDAF-12 act: activators of S. stercoralis DAF-12 nuclear receptor; HEK293 ssDAF-12/GRIP1 lit1-tk-luc reporter, luminescence; % of 3 µM dafachronic acid response; activation, % at 6.8 µM; 370,000 tested, 1% active; AID 652126;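 active means activation above the mean over all tested compounds plus 3 SD, cut at about 0.9% in these data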;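 further: 0% = DMSO-only wells and 100% = 3 µM delta7-dafachronic acid wells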
HGIII-sPLA2 inh: Blocks human group III sPLA2 activity; inhibition, % at 12.2 µM; 370,000 tested, 0.56% active; Q9NZ20; AID 743126; QFRET BODIPY PC-A2 liposome hydrolysis, fluorescence;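 active means inhibition above mean plus 3 SD of compounds lying within the high and low control bounds, cut at about 19% in these data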;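 further: 0% = median of test compound wells and 100% = no enzyme DMSO wells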
Target sequence (Q9NZ20 whole entry, looked up): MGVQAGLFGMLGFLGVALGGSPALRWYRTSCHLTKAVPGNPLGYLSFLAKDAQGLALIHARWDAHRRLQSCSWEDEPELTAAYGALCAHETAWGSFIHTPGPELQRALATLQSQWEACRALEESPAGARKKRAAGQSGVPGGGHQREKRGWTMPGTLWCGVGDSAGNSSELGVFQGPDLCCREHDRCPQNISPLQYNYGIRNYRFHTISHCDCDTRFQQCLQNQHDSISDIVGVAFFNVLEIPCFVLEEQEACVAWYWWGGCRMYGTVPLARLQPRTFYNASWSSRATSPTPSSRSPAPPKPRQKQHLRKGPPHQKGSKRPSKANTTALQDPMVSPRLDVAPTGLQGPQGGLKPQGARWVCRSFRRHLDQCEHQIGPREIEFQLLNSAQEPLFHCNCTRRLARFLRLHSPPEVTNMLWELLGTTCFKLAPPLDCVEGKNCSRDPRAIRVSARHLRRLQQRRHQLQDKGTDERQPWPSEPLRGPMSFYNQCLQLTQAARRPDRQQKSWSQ
hgDAF-12 ag: hgDAF-12 agonism, primary luciferase screen; 370,000 tested, 1.8% active; activation, % at 6.8 µM; HEK293 GAL4-hgDAF12 UAS-luciferase reporter, agonist luminescence; normalized to butyrate control; AID 687014;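 active means activation above a cutoff set at the mean of all screened compounds plus 3 SD, cut at about 10% in these data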;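 further: 0% = DMSO wells and 100% = sodium butyrate wells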
hcDAF-12 act: activators of H. contortus DAF-12 nuclear receptor; HEK293 hcDAF-12 lit1-tk-luc reporter, luminescence; 0% DMSO, 100% Δ7-dafachronic acid; activation, % at 6.8 µM; 370,000 tested, 1.4% active; AID 652067;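 active means activation above the mean of all tested compounds plus 3 SD, cut at about 5.5% in these data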;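 further: 100% = response to 3 µM Δ7-dafachronic acid high control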
ADAM10 inh: inhibitors of human ADAM10; O14672; recombinant ADAM10, EDANS/DABCYL FRET peptide cleavage, 3 h; inhibition, % at 7 µM; 370,000 tested, 0.62% active; AID 720582;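 active means inhibition above a per-campaign cutoff equal to the mean of compounds falling between control-based bounds plus 3 SD, cut at about 20% in these data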;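 further: 0% = DMSO wells while the 100% control is not disclosed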
Starred values were filed as active, the others as inactive; i = inactive; x = not tested or not shown.

Each structure is followed by: HGIII-sPLA2 inh | GC-B act | DAX1 inh-1 | hcDAF-12 act | SMARCA2 act | NPR1 activator | ssDAF-12 act | ADAM10 inh | GAA850 FXN act | DAX1 inh-2 | hgDAF-12 ag
CN(c1ccccc1)S(=O)(=O)c1cccc(NC(=O)c2nn(C)c(=O)c3ccccc23)c1
 : -1 | 2 | -2.6 | -2.5 | -3 | 1 | -1.8 | 10 | 2.5 | -0.8 | -4.3
COc1cc(C(=S)N2CCOCC2)ccc1OS(=O)(=O)c1ccc(NC(C)=O)cc1
 : 1 | 4 | -2.5 | -3.3 | -7 | 5 | -2.5 | -8 | -0.7 | -1.5 | -4.0
O=C(O)c1cccc(N=NN2CCCCCC2)c1
 : -5 | -2 | 6.3* | 5.4 | 18* | -2 | 1.2* | -1 | 2.4 | -3.8 | 13*
COc1ccc(/C=C2/C(=O)OCc3cc(OC)c(OC)cc32)c(OC)c1
 : -2 | 7 | -0.4 | -2.8 | 7 | 7 | -1.2 | 11 | 2.8 | 0.1 | -3.9
Cc1ccc(S(=O)(=O)NCC(=O)OCC(=O)N2CCN(C(=O)c3ccco3)CC2)cc1C
 : 5 | 0 | 0.3 | -0.3 | -2 | 0 | -1.2 | -6 | 1.4 | -0.3 | 1.9
Cc1ccc(CN2C(=O)CSCC2(C)C(=O)NCc2ccccc2)cc1 (centres undefined)
 : -4 | -12 | -0.3 | -2.2 | -1 | -12 | -0.8 | -3 | x | x | -3.6
COC(=O)[C@@]1(Cc2ccc(F)cc2)[C@H]2c3cc(C(=O)N(C)C)n(CCc4ccccn4)c3C[C@H]2CN1C(=O)c1ccccc1
 : -8 | -12 | -0.5 | 1.3 | -1 | -6 | -1.3 | -15 | x | x | -1.5
Cc1c(C(=O)NC2CCC(C)CC2)oc2ccccc12 (centres undefined)
 : 2 | -1 | 3.6 | 3.5 | 2 | 0 | -1.0 | -9 | 3.8 | 1.3 | 9.1
CC(c1ccccc1)n1c(-c2cccs2)nc2c(c(=O)c3ccccc3n2C)c1=O (centres undefined)
 : 17 | -9 | 1.2 | 0.8 | -5 | -8 | -0.6 | 2 | 0.1 | x | -1.3
O=C(CSc1ccc2nnc(-c3cccs3)n2n1)N1CCOCC1
 : 2 | -1 | 0.4 | 0.7 | 7 | 23 | -1.0 | -9 | -1.1 | 1.2 | -1.2
O=C1CN(C(=O)COC(=O)C2=COCCO2)c2ccccc2N1
 : 0 | 9 | 0.8 | -1.8 | -1 | 2 | -0.6 | -5 | 0.7 | 3.3 | 4.2
COc1ccc(CCN2CC(C(=O)OCC(=O)NCc3ccccc3Cl)CC2=O)cc1OC (centres undefined)
 : 1 | -1 | 1.0 | -0.8 | -1 | -3 | -0.2 | -8 | 1.2 | 0.4 | 4.4
O=C(CCN1CCC2CCC(C2)C1)c1ccc(F)cc1 (centres undefined)
 : -2 | -3 | -1.5 | 4.3 | 8 | 72* | -0.9 | 9 | -0.9 | -1.6 | -0.7
CC(C)c1cn(CC[C@@H]2CC[C@@H](NC(=O)C3CCCCC3)[C@@H](CO)O2)nn1
 : 5 | 3 | -0.7 | -1.2 | -4 | 3 | -0.8 | -11 | x | x | -2.1
O=C(CCc1ccccc1Cl)Nc1cc(S(=O)(=O)N2CCOCC2)ccc1N1CCCC1
 : -4 | 0 | -0.3 | -3.0 | 1 | 0 | -1.1 | -1 | -0.2 | -0.2 | 0.1
Cc1ccc(N)cc1S(=O)(=O)N(C)C
 : 3 | 2 | -0.1 | -2.0 | -3 | -2 | -1.3 | -6 | 1.3 | -0.1 | -0.5
CCOc1ccc(-c2nc(N)nc(C)c2-c2ccc(Cl)cc2)c(O)c1
 : -15 | -2 | 0.0 | -0.4 | 1 | -6 | -1.5 | 12 | -0.3 | 0.7 | 0.2
Cc1ccc(NC(=O)NCCN2CCCCC2)cc1C
 : 2 | 2 | 0.2 | -1.7 | 0 | -3 | -1.1 | -8 | -1.2 | 1.6 | 0.3
CCOc1ccc(NC(=O)c2ccc3[nH]c(=O)c(=O)[nH]c3c2)cc1
 : 2 | 1 | 0.6 | -1.6 | -3 | 5 | -0.8 | -11 | -0.8 | 1.2 | 2.9
Cc1ccc2cc(CCNC(=O)c3ccc(C)c([N+](=O)[O-])c3)c(=O)[nH]c2c1
 : 3 | -4 | 0.6 | -0.3 | -2 | -4 | -0.4 | -4 | -0.2 | -0.3 | -0.7
C/C(=N/NC(=O)c1cnccn1)c1ccncc1
 : -4 | -1 | 0.5 | 0.4 | -1 | -2 | -0.5 | 1 | 1.4 | 0.1 | 5.8
O=C(CN(C(=O)CNS(=O)(=O)c1ccc(F)cc1)c1ccc(F)cc1)NCc1ccco1
 : -15 | -4 | 0.9 | -0.1 | -3 | -2 | -0.8 | 2 | 0.1 | 2.2 | 2.6
COc1ccc(/C=N/N2CCN(C)CC2)c(OC)c1OC
 : -1 | 1 | 0.3 | -0.1 | -4 | -1 | -1.1 | -11 | 4.1 | 0.1 | 0.5
NCc1ccc2[nH]c(=O)[nH]c2c1
 : 4 | 2 | -0.6 | -1.4 | -3 | -3 | -0.8 | -3 | -0.1 | -0.4 | -2.7
O=C(Cc1nnc(NC(=O)c2ccccc2)s1)N/N=C/c1ccc(O)cc1
 : -23 | -1 | -0.1 | -1.1 | -1 | -4 | -1.0 | -25 | 0.4 | -1.8 | 0.6
CCOC(=O)c1sc2nc(N3CCOCC3)c3c(c2c1N)CCC3
 : 2 | 5 | -1.2 | -2.5 | 5 | 7 | -1.0 | i | 2.6 | -0.9 | -0.1
Cc1ccc(Cl)c(OCCN2CCCC(C)C2)c1 (centres undefined)
 : 9 | 8 | -0.3 | -0.2 | -2 | 1 | -0.7 | -3 | -0.5 | 0.1 | 1.3
Cc1ccc(S(=O)(=O)Nc2ccc(NC(=O)CN3CCCCC3)c(Cl)c2)cc1
 : -60 | 4 | -0.9 | -1.8 | -5 | 0 | -1.7 | 3 | -1.9 | 1.6 | -0.4
COc1ccc(-n2c(=S)[nH]c3cc(C(=O)Nc4ccc(C)c(F)c4)ccc3c2=O)c(OC)c1
 : 4 | -2 | -1.1 | -3.0 | -3 | -12 | -1.5 | 8 | -4.7 | -2.5 | -2.1
COc1ccc(C(=O)NNC(=O)Cc2coc3cc(OC)ccc23)cc1
 : 6 | 0 | -0.6 | 1.1 | -6 | -5 | -0.8 | 4 | 0.2 | -0.3 | -4.6
CCOC(=O)c1[nH]c(C)c(CN(C(C)=O)c2ccc(OCC)cc2)c1C
 : -3 | -6 | -0.4 | -0.8 | -2 | 0 | -1.7 | 0 | 3.3 | 0.5 | -1.3
O=C1CC2(CCN(S(=O)(=O)c3ccccc3)CC2)Oc2ccccc21
 : 1 | 0 | -4.9 | 0.1 | -1 | -2 | -0.8 | -78 | -0.4 | -0.5 | 2.8
O=C(Nc1ncn[nH]1)c1cc(S(=O)(=O)Nc2ccc(Cl)cc2)ccc1Cl
 : -27 | 4 | -0.4 | -0.7 | 3 | 3 | -1.1 | 14 | -0.8 | -0.6 | -4.3
COc1ccccc1CO/N=C/c1cccn1-c1nccc(N(C)C)c1C#N
 : -4 | 1 | -0.9 | -1.0 | -1 | 2 | -0.6 | 3 | 1.7 | -1.3 | -1.1
Nc1nonc1-n1nnc(C(=O)N/N=C/c2cccnc2)c1CSC1=NCCS1
 : -7 | 5 | 0.8 | 0.5 | 0 | 1 | -1.4 | 2 | -1.1 | -0.6 | -1.3
Cc1ccc(NC(=O)c2[nH]cnc2C(=O)NN)cc1
 : 18 | 0 | 0.9 | 0.0 | 0 | 2 | -0.9 | 5 | 1.7 | 0.7 | 13*
Cc1c(Cl)cccc1Nc1nc(N)nc(CSc2nc3ccccc3s2)n1
 : -28 | 4 | -0.3 | -1.1 | -3 | -1 | -1.5 | 16 | 1.8 | 0.8 | -1.5
Cc1cc(=O)c(C(=O)O)nn1-c1ccccc1
 : 8 | 2 | 0.1 | -1.2 | -3 | 3 | -0.2 | 3 | -0.6 | 0.5 | -1.4
O=C(Nc1cccc(S(=O)(=O)NC2=NCCCCC2)c1)c1cc(-c2ccccc2Cl)nc2ccccc12
 : -11 | -1 | -0.5 | -1.4 | -3 | 8 | -0.7 | 9 | 2.8 | -2.1 | -2.6
COc1ccccc1N1CCN(C(=O)C2CCN(S(=O)(=O)N3CCOCC3)CC2)CC1
 : 4 | 7 | 0.7 | 0.5 | 0 | 10 | -1.1 | 8 | -0.9 | 2.3 | -1.1
O=C(CCCCCN1C(=O)[C@@H]2Cc3ccccc3CN2C1=O)Nc1ccccc1F
 : 1 | 2 | -0.3 | -1.9 | -1 | 0 | -1.4 | -2 | -1.9 | 0.2 | 0.4
CC1(C)CC(=O)C(C=NCCN2CCN(CC(=O)Nc3ccc(F)cc3)CC2)=C(O)C1
 : 1 | 2 | -0.4 | 0.6 | -2 | 5 | -1.2 | -8 | 1.8 | 3.8 | 1.5
CCOC(=O)C1CCN(c2c(NCc3ccc(N(C)C)cc3)c(=O)c2=O)CC1
 : 5 | -8 | 0.1 | 0.6 | -1 | 1 | -1.9 | -2 | 0.9 | 2.3 | 0.5
CCN(C(=O)Cn1cc(C(C)=O)c2ccccc21)c1ccccc1
 : 5 | 2 | 0.2 | -0.8 | -3 | -4 | -1.0 | -1 | 0.4 | -0.1 | 1.0
COc1cccc(CNC[C@H]2O[C@@H](n3cnc(C(N)=O)n3)[C@H](O)[C@@H]2O)c1OCc1ccc(F)cc1Cl
 : 13 | 5 | -0.2 | 0.4 | -2 | 4 | -1.2 | -6 | -0.1 | 0.8 | 0.2
COc1ccc(/C=N/NC(=O)c2cccnc2)c2ccccc12
 : 0 | -5 | -0.7 | -0.9 | 0 | -10 | -1.3 | -9 | -0.4 | 0.5 | -0.3
O=c1/c(=C/c2ccco2)sc2n1CN(c1ccccc1)CN=2
 : 2 | -2 | -0.1 | 1.7 | -1 | -10 | -1.4 | 5 | -2.1 | 1.1 | 2.9
C#CCOCCOCCOCCNc1nc(N2CCOCC2)nc(N2CCN(C(=O)[C@H](CCCCN)n3cc(CCCC)nn3)CC2)n1
 : -10 | 4 | -0.3 | -0.4 | -1 | 1 | -0.7 | 5 | -0.6 | -0.3 | -3.0
Cc1cc(-c2ccccc2)nc(SCC(=O)c2cccc([N+](=O)[O-])c2)n1
 : -50 | 2 | 0.1 | -3.0 | -2 | -1 | -1.2 | 6 | 1.8 | 0.3 | 0.2
CC(Sc1nc2ccccc2[nH]1)C(=O)Nc1ccc2c(c1)OCCO2 (centres undefined)
 : -16 | -2 | -0.9 | -0.9 | -3 | -3 | -1.2 | -9 | -0.9 | 0.2 | -0.3
CCc1cccc(NC(=O)C2CCN(c3ncnc4sc(C)c(C)c34)CC2)c1
 : -21 | 1 | -3.0 | -1.8 | -1 | -6 | -1.8 | 15 | 0.3 | -0.4 | 0.9
Cc1ccccc1Cn1cnc2ccccc2c1=O
 : 15 | 1 | 0.8 | -0.7 | -1 | -4 | -1.8 | 1 | 1.9 | -1.7 | -0.3
